hIAP inh – human IAP inhibition | P09923 | purified IAP, CDP-Star luminescence, 30 min | inhibition, % at 10 µM | hit rate 0.12% among 330,000;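 active = inhibition reaching a set limit with compound at 10 µM in the primary screen, cut at about 35% in these data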;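 note: plate controls were DMSO wells with enzyme for no effect and no-enzyme buffer wells for full effect; values of inactives mirror those of a sister screen read the other way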
Target sequence (P09923 whole entry, looked up): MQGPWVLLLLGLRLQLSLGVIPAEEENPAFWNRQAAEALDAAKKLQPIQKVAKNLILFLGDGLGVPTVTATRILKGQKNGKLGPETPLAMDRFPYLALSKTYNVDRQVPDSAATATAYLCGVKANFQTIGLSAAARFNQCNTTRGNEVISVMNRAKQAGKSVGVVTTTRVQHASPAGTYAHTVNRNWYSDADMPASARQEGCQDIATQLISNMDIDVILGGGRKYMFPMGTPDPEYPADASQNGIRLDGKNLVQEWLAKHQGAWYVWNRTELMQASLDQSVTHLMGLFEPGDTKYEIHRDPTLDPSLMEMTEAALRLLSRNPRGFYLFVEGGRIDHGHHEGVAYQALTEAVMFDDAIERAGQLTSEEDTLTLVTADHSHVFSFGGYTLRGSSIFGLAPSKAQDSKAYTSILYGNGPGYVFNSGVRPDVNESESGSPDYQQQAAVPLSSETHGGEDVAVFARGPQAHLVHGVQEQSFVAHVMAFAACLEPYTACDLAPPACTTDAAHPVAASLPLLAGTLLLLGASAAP
mIAP block – mouse IAP inhibition; purified mouse IAP, CDP-Star luminescence, 30 min; inhibition, % at 10 µM; hit rate 0.2% among 330,000;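 active = inhibition of at least 40% at 10 µM in the primary screen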;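 note: plate controls were DMSO with enzyme for no effect and no enzyme wells for full effect; values of inactives mirror those of a sister screen read the other way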
mIAP activ – mouse IAP activation. hit rate 0.24% among 330,000. AID 2805. activation factor at 10 µM. muIAP, CDP-Star luminescence, 30 min; stronger effect = higher value; 1 = vehicle-only enzyme signal, 0 = enzyme-free wells;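 active = activation factor of at least 2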; note: the source names both 10 and 20 µM as test concentration; values of inactives mirror those of a sister screen read the other way
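also added = chemiluminescent substrate CDP-Star | test system = mouse IAP enzyme | signal = chemiluminescence readout | compound = DMSO-dissolved test compounds | incubation = 30 min at room temperature | benchmarks = DMSO wells, no-enzyme wells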
ATG4B inhibitor – inhibitors of human ATG4B cysteine protease; ATG4B cleavage of LC3-PLA2, NBD-HPC fluorescence, 1 h; inhibition, % at 8.33 µM; hit rate 0.51% among 340,000; AID 504462; in the data active = inhibition above about 40%
Target sequence (Q9Y4P1 whole entry, looked up): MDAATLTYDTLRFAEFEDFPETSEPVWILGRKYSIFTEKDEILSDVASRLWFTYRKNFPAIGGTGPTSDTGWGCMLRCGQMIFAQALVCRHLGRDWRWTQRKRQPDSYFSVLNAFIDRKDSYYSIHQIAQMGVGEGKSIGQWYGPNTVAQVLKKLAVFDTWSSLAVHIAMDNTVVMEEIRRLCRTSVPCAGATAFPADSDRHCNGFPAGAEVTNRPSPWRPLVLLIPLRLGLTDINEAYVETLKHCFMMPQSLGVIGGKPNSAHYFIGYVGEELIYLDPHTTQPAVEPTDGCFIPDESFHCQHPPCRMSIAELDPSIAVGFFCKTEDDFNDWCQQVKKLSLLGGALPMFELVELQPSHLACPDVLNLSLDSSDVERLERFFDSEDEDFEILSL
Apaf-1 inh – blocks human Apaf-1 apoptosome activity | inhibition, % at 20 µM | O14727 | reconstituted apoptosome caspase-3 activity, DEVD-Rh110 fluorescence | AID 489030 | hit rate 0.71% among 330,000; active = inhibition of at least 40% at 20 µM;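 note: plate controls were DMSO wells for no effect and DEVD-CHO caspase inhibitor wells for full effect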
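System – cell-free apoptosome with Apaf-1, procaspase-3 and caspase-9 · Buffer or medium – pH 7.5 Hepes buffer with CHAPS, BSA, DTT · Also added – cytochrome c with DEVD-Rh110 · Times – 30 min compound preincubation, 50 min activation, room temperature · Technique – Rh110 fluorescence intensity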
NLRP3 yeast inh – NALP3 inhibition in yeast. Yeast reconstituted NLRP3/ASC/caspase-1, beta-gal luminescence, 24 h. inhibition, % at 10 µM. hit rate 0.39% among 330,000;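 active = inhibition of 50% or more; inactive = inhibition below 50%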;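 note: plate controls were induced DMSO wells for no effect and uninduced yeast grown without galactose for full effect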
hIAP act – increases human intestinal alkaline phosphatase activity | activation factor at 10 µM | hit rate 0.16% among 330,000 | purified human IAP, CDP-Star luminescence, 30 min; stronger effect = higher value; 1 = vehicle-only enzyme, 0 = enzyme-free background | P09923 | AID 2524;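 active = activation factor of the enzyme at least 2-fold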; note: the source names both 10 and 20 µM as test concentration; values of inactives mirror those of a sister screen read the other way
TIM10 inh – growth inhibitors of TIM10 yeast strain; inhibition, % at 10 µM; hit rate 1.4% among 330,000; S. cerevisiae TIM10 strain growth, BacTiter-Glo luminescence, 24 h;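 active = inhibition of 40% or more at the single tested concentration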;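 note: wild-type TIM10 isogenic control strain grown at permissive 25 °C; 0% = DMSO yeast wells and 100% = minimal medium wells without yeast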
tim10-1 inh – tim10-1 yeast growth inhibition; S. cerevisiae tim10-1 ts strain growth, BacTiter-Glo, 24 h; inhibition, % at 20 µM; hit rate 2.2% among 330,000; AID 463190;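 active = inhibition of at least 40%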;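 note: mutant grown at 25 °C; 0% = DMSO wells with yeast and 100% = wells holding no yeast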
Active calls of the source: *.

SMILES	hIAP inh	mIAP block	mIAP activ	ATG4B inhibitor	Apaf-1 inh	NLRP3 yeast inh	hIAP act	TIM10 inh	tim10-1 inh
O=C(CCSc1ccccc1)N1CCCC1	-15	-3	1	3	0	1	1.1	-2	6
O=C(/C=C/c1ccccc1)Nc1cccc(C(=O)O)c1	-5	8	0.92	-4	-8	12	1.1	0	-7
CC(=O)OCCOc1nc(NC(C)C)nc(NC(C)C)n1	-2	11	0.89	1	-7	6	1	6	-1
CCOc1ccc(Nc2nc(NCc3ccco3)nc(N)c2[N+](=O)[O-])cc1	5	6	0.94	3	-4	14	0.95	7	5
COc1ccc(N2CCN(C(=O)CCNS(=O)(=O)c3cccs3)CC2)cc1	0	3	0.97	-8	-9	18	1	-8	-7
CCOC(=O)N1CCC(NC(=O)c2cc(C(=O)Nc3ccc(OCC)cc3)ccc2CO)CC1	0	-10	1.1	0	16	6	1	22	15
O=[N+]([O-])c1ccc(O)c(C=Nc2cccc3ccccc23)c1	10	3	0.97	15	88*	23	0.9	15	21
O=C1c2cccc3cccc(c23)N1Cc1ccc(F)cc1	-12	1	0.99	-8	-4	15	1.1	11	22
COc1ccc(C)cc1NC(=O)CN(C)S(=O)(=O)c1ccc2c(c1)CC(C)N2C(C)=O (stereo not given)	-26	7	0.93	-9	-3	2	1.3	19	24
COc1ccc(CNc2nc3ccccc3n2Cc2ccccc2)cc1OC	-9	-18	1.2	-17	8	8	1.1	-12	33
CCn1cc(C2C3=C(CC(C)(C)CC3=O)N(c3ccccc3)C3=C2C(=O)CC(C)(C)C3)c(C)n1	13	2	0.97	5	11	-5	0.87	18	7
COC(=O)c1ccc(COc2ccc(C)cc2[N+](=O)[O-])o1	-11	10	0.9	-5	3	29	1.1	13	15
CCOCCOC(=O)NCCCCCCNC(=O)OCCOCC	-25	-19	1.2	-4	-4	12	1.3	-11	8
Clc1ccc(/C=C/c2nc3ccccc3[nH]2)cc1	-11	9	0.91	-1	14	54*	1.1	37	7
Cc1ccc(NC(=O)CCn2c(=O)c3cccn3c3ccccc32)cc1C	-26	-4	1	-5	19	18	1.3	-1	27
CCOc1ccc2[nH]c(C(=O)N/N=C/c3ccc(OC)cc3)cc2c1	-1	8	0.92	-7	-1	20	1	0	-19
CCN1CCN(C(=O)CN(CCc2ccccc2)S(C)(=O)=O)CC1	-1	7	0.93	-14	-8	6	1	13	11
CCOC(=O)c1c(NC(=O)C(C)Sc2c[nH]c3ccccc23)sc2c1CCC2 (stereo not given)	16	-1	1	-7	6	9	0.84	29	37
O=C(OCC(=O)N1CCCCC1)c1cc2ccccc2cc1O	-26	-13	1.1	-7	6	19	1.3	-27	-7
O=C(NC1CCCN(Cc2ccc(Cl)cc2)C1)c1cccc(N2CCCC2=O)c1 (stereo not given)	3	6	0.94	-3	4	12	0.97	-8	-5
O=C(O)CCc1nn2c3ccccc3n(Cc3ccccc3)c2nc1=O	7	-2	1	4	0	5	0.93	-17	-14
Cc1ccc(CCN2CCN=C2Nc2ccccc2)cc1	11	10	0.91	-11	-6	20	0.89	6	-17
CC(C)Cn1c(N)c(C(=O)COC(=O)Cc2cccc(C(F)(F)F)c2)c(=O)n(C)c1=O	6	-6	1.1	-6	24	20	0.94	6	30
COc1ccc(C(=O)OCCN2CCOCC2)cc1	-7	4	0.96	7	-14	9	1.1	5	2
O=C(NC1CCCCCCC1)c1ccc2c(c1)N(Cc1ccc(F)cc1)C(=O)CS2=O (stereo not given)	17	5	0.95	-5	16	11	0.83	2	27
CC(C)CN(C(=O)CN1CCN(c2ccccc2F)CC1)c1c(N)n(CC(C)C)c(=O)[nH]c1=O	-1	-21	1.2	8	4	20	1	-4	2
Cc1c(C(=O)N(C)Cc2ccccc2)oc2ccc(S(=O)(=O)N3CCCC3)cc12	7	0	1	-8	12	16	0.93	14	26
Cc1sc(NC(=O)CN(Cc2ccccc2)C(=O)C2CC2)c(C(N)=O)c1C	16	-7	1.1	-6	0	17	0.84	-9	-4
C=CCn1c(SCC(=O)NC2CCCc3ccccc32)nnc1-c1ccncc1 (stereo not given)	-3	-3	1	-5	11	5	1	11	5
COc1ccc(NC2CCCN(C(=O)c3ccc(OC)cc3OC)C2)cc1 (stereo not given)	2	-2	1	-2	5	10	0.97	-4	-2
CCCc1cc(=O)oc2cc(OCc3ccc(OC)cc3)c(Cl)cc12	25	7	0.93	1	1	18	0.75	-3	11
Cc1c([N+](=O)[O-])nnn1-c1cc(Cl)cc(Cl)c1	1	5	0.95	7	1	-12	0.99	2	9
CC(C)N(Cc1nc(-c2ccc(Cl)cc2)no1)C(=O)CCC1CCCC1	-3	4	0.96	-4	32	21	1	12	20
CCN(c1ccccc1)S(=O)(=O)c1ccc(OC)c(NC(=O)COc2ccc(C(C)=O)cc2)c1	-7	6	0.94	-2	19	-4	1.1	-1	9
CC(C)(C)c1nnc(N/N=C/c2ccccc2O)n(N)c1=O	-65	3	0.97	-4	3	-3	1.7	37	34
Cc1ccc2[nH]c3c(N4CCc5ccccc5C4)ncnc3c2c1	-15	-16	1.2	30	16	21	1.1	24	40
NNC(=S)Nc1ccc(C(F)(F)F)cc1Cl	-6	17	0.83	1	-8	18	1.1	44*	31
CCN1CCN(C(c2cccs2)C(C)NC(=O)c2cccnc2)CC1 (stereo not given)	-8	-2	1	7	-15	-12	1.1	4	7
CCOC(=O)c1sc(=NC(=O)CCS(=O)(=O)c2ccccc2)n(C)c1C	-8	10	0.9	-4	4	10	1.1	-9	5
Cc1cc(C)cc(NC(=O)CN2CCC(C(=O)c3ccccc3)CC2)c1	0	10	0.9	-6	23	24	1	18	-8
COc1ccc(CCNC(=O)c2cc3c(cc2Cl)N2CCCCCC2=NS3(=O)=O)cc1	-38	-4	1	4	2	2	1.4	8	8
Cc1cc(C(=O)OCC(=O)N2CCCCCC2)ccc1[N+](=O)[O-]	5	5	0.95	-2	-6	-8	0.95	-3	-3
CCOC(=O)c1c(O)c2c(n(Cc3ccco3)c1=O)CCCC2	-2	-5	1.1	-5	9	-2	1	-8	35
COC1c2ccccc2C(=O)N1Cc1ccc(F)cc1 (stereo not given)	9	-5	1.1	0	2	10	0.91	-4	5
COc1ccc(OCc2nc(N)nc(Nc3ccc(C)cc3)n2)cc1	-14	-2	1	-16	12	23	1.1	18	14
COc1ccc(CCOC(=O)CNC(=O)c2ccc(Cl)cc2Cl)cc1	-4	-5	1.1	6	-1	5	1	-5	18
CN(C)c1ccnc(-n2cccc2/C=N/OCc2ccccc2)c1C#N	3	11	0.89	11	5	29	0.97	-5	21
O=C(COC(=O)C1COc2ccccc2O1)NC1CCCCC1 (stereo not given)	-8	-3	1	-10	-3	0	1.1	-7	9

Among those listed so far, these have a nitro group on carbon.
SMILES	hIAP inh	mIAP block	mIAP activ	ATG4B inhibitor	Apaf-1 inh	NLRP3 yeast inh	hIAP act	TIM10 inh	tim10-1 inh
CCOc1ccc(Nc2nc(NCc3ccco3)nc(N)c2[N+](=O)[O-])cc1	5	6	0.94	3	-4	14	0.95	7	5
O=[N+]([O-])c1ccc(O)c(C=Nc2cccc3ccccc23)c1	10	3	0.97	15	88*	23	0.9	15	21
COC(=O)c1ccc(COc2ccc(C)cc2[N+](=O)[O-])o1	-11	10	0.9	-5	3	29	1.1	13	15
Cc1c([N+](=O)[O-])nnn1-c1cc(Cl)cc(Cl)c1	1	5	0.95	7	1	-12	0.99	2	9
Cc1cc(C(=O)OCC(=O)N2CCCCCC2)ccc1[N+](=O)[O-]	5	5	0.95	-2	-6	-8	0.95	-3	-3

New compounds follow.
SMILES	hIAP inh	mIAP block	mIAP activ	ATG4B inhibitor	Apaf-1 inh	NLRP3 yeast inh	hIAP act	TIM10 inh	tim10-1 inh
COc1cccc(N/C(=N/C(=S)Nc2ccc(C)cc2C)Nc2nc(C)cc(C)n2)c1	6	7	0.93	5	16	25	0.94	-2	14
COC(=O)COC(=O)c1ccc(Oc2nc(OC)nc(N(C)C)n2)cc1	16	-1	1	-6	-1	2	0.84	-18	13
Cc1ccc(S(=O)(=O)N2CCOCC2)cc1NC(=O)COC(=O)CCn1c(C)csc1=O	0	4	0.95	-10	8	17	1	-7	-1
CN(C)c1ccc(/C=N/NC(=O)c2ccc(-n3cnnn3)cc2)cc1	-2	-1	1	-5	9	7	1	-7	-8
CC(C)Oc1cccc(C(=O)C2CCCN(C(=O)c3cc(C(F)(F)F)[nH]n3)C2)c1 (stereo not given)	-20	7	0.93	4	5	9	1.2	6	17
O=C(COc1ccccc1Cl)Nc1ccc(C(=O)c2ccc(C(=O)O)cc2)cc1	5	0	1	6	-5	24	0.95	14	4
O=[N+]([O-])c1ccc(C2CNC(c3ccccc3)O2)cc1 (stereo not given)	-8	2	0.98	16	-19	10	1.1	1	-7
CCC[C@@H]1C[C@@]1(CCC)[C@@H](NC(=O)c1ccccc1)c1ccc(C(=O)OC)cc1	11	-15	1.1	-6	11	16	0.89	4	7
CC(NC(=O)OCc1ccccc1)C(=O)Oc1cc2oc(=O)cc(-c3ccccc3)c2cc1Cl (stereo not given)	-1	15	0.85	21	3	-21	1	3	0
Cc1cc(C)cc(NS(=O)(=O)c2ccc(F)cc2)c1	10	-1	1	0	2	29	0.9	-15	6
CCOc1ccccc1C(=O)N[C@H](C(=O)OCc1cc(=O)oc2cc(C)ccc12)C(C)C	1	-1	1	4	10	-3	0.99	0	6
CCOc1ccc(NC(=O)CSc2nnc(C(C)C)n2CC)cc1	0	-4	1	-8	-4	12	1	4	10
c1ccc2c(N3CCCCC3)nc(N3CCOCC3)nc2c1	-10	-4	1	-1	-6	14	1.1	-2	9
COc1ccccc1CNC(=O)COC(=O)/C=C/c1ccc2c(c1)OCO2	2	8	0.92	1	-2	6	0.98	3	0
CCN(CC)S(=O)(=O)c1cc(C(=O)OCC(=O)Nc2cccc(Br)c2)ccc1F	10	-5	1	-12	5	20	0.9	24	16
COc1ccc(NC2CCCN(C(=O)c3cc(C)nc4cc(F)ccc34)C2)cc1 (stereo not given)	-32	-3	1	2	-4	11	1.3	7	5
CC(C)(C)NC(=O)CCN(/N=C/c1ccccc1O)C1=NS(=O)(=O)c2ccccc21	-18	0	1	-1	9	5	1.2	5	-20
Cc1cccc(NC(=S)NC(=O)c2ccc(Br)o2)c1	25	4	0.96	26	25	58*	0.75	-1	2
O=C(NCCO)C(=O)c1c(-c2ccc(Cl)cc2)cc2ccccn12	-24	-3	1	-7	-1	14	1.2	-5	11
CCCCOc1cccc(OCCCC)c1C(=O)Nc1cc(C)on1	4	8	0.92	-5	4	9	0.96	9	36
CN(C)NC(=S)NC(=O)C12CC3CC(CC(C3)C1)C2	-3	-4	1	-7	2	-2	1	27	34
O=C(CSc1nnc(Cc2cc(=O)[nH]c(=O)[nH]2)n1-c1ccc(F)cc1)NC1CCCC1	10	12	0.88	1	-22	20	0.9	7	4
CC1=CC(C)(C)C(C(=O)O)C(C(=O)O)C1 (stereo not given)	-2	-18	1.2	3	11	0	1	-10	10
CCCCC(=O)Nc1cccc(-c2nc3ncccc3o2)c1C	-4	-11	1.1	-4	3	7	1	-5	13
CCC(C)N(C(=O)c1csnn1)C(C(=O)NC1CCCC1)c1ccc(F)cc1 (stereo not given)	0	0	1	-7	10	21	1	18	7
Cc1nc([N+](=O)[O-])cn1CC(O)c1ccc(-c2ccccc2)cc1 (stereo not given)	4	1	0.99	-13	-12	14	0.96	10	22
CCCc1cc(C(=O)Nc2sc3c(c2C#N)CCC3)no1	16	9	0.91	-8	8	30	0.84	9	-26

Bioassay records (PubChem BioAssay)
